KOR beta-arrestin-1 = KOR agonists, beta-arrestin recruitment, primary screen, cell-based, luminescence, uHTS (AID 1777); KOR beta-arrestin recruitment, luminescence; higher % means a stronger effect; activation, % at 10 µM; hits with a dose series show EC50 in µM; hit rate 0.02% among 280,000; in the data active means activation above about 50%, passing the limit was not always enough; further: a part of the inactive calls stands beside numbers as strong as those of hits
NOD1 inhibition = NOD1 signaling inhibitors, primary screen, cell-based, luminescence, uHTS (AID 1578) | NOD1-driven NF-kB luciferase reporter cells, luminescence; higher % means a stronger effect | inhibition, % at 4 µM, or EC50 in µM where a hit was titrated | hit rate 1% among 290,000; in the data active means inhibition mostly above about 36%, no sharp cut-off; inactive means mostly below about 34%;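 further: HEK-293T reporter cells stimulated with the NOD1 agonist gamma-tri-DAP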
GPR55 beta-arrestin = GPR55 agonists via beta-arrestin recruitment, primary screen, imaging, U2OS cells, beta-arrestin-GFP redistribution (AID 1961); hit rate 0.048% among 290,000; one-dose activation, % at 10 µM; EC50 in µM for titrated hits; U2OS GPR55 beta-arrestin-GFP redistribution imaging; higher % means a stronger effect; G-protein coupled receptor 55 (Homo sapiens);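 active means activation above 40% with more than 50 cells counted in the well; inconclusive means wells holding fewer than 50 cells, flagged as toxic or sparse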;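 further: U2OS osteosarcoma cells stably expressing GPR55 and beta-arrestin-GFP; plate controls were DMSO negative control for no effect and LPI positive control for full effect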
NTR1 agonist = agonists of NTR1, primary screen, imaging, U2OS cells, beta-arrestin-GFP, high content (AID 493036); hit rate 0.17% among 330,000; Neurotensin receptor type 1 (Homo sapiens), P30989; activation, % at 20 µM; NTR1-U2OS beta-arrestin-GFP spot imaging, agonist mode;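 active means activation at or above 40% of the spot to cytoplasm intensity ratio, with at least 20 cells analyzed; inconclusive means wells under 20 cells, flagged as cytotoxic or low count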;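 further: 0% = DMSO without peptide and 100% = 100 nM NTR1 peptide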
Target sequence (P30989 whole entry, looked up): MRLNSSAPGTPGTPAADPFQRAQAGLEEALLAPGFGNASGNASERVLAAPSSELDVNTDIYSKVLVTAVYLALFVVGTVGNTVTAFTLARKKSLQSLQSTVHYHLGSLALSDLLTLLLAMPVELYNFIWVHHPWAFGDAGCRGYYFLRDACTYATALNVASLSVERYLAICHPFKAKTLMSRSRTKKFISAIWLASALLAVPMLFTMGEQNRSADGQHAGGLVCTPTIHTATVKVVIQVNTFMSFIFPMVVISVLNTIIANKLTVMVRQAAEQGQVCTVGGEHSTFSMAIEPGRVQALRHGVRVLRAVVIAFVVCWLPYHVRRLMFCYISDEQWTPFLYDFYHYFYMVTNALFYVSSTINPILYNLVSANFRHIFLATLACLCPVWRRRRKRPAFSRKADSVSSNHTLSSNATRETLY
GPR55 LPI antagonism = GPR55 antagonists blocking LPI-driven arrestin recruitment, primary screen, imaging, U2OS, beta-arrestin-GFP, LPI agonist (AID 2013); inhibition, % at 10 µM, or IC50 in µM where a hit was titrated; G-protein coupled receptor 55 (Homo sapiens); hit rate 0.13% among 290,000; U2OS GPR55 beta-arrestin-GFP translocation imaging, LPI antagonism; higher % means a stronger effect;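 active means spots per cell inhibited over 60%, with over 100 cells counted and total cytoplasm intensity under 500,000; inconclusive means wells with under 100 cells, flagged as likely toxic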;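 further: U2OS cells stably carrying GPR55 and arrestin-GFP stimulated by 5 µM LPI near EC80; imaged beta-arrestin-GFP aggregate spots per cell after agonist stimulation; plate controls were LPI-stimulated DMSO wells for no effect and DMSO wells without LPI for full effect; some results filed as inactive read as strong as hits; confirmed hits need IC50 under 10 µM and bright autofluorescent wells are also inconclusive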
GPR35 antagonists = GPR35 antagonists blocking zaprinast-driven arrestin recruitment, primary screen, imaging, U2OS, beta-arrestin-GFP, zaprinast agonist (AID 2058). hit rate 0.052% among 290,000. U2OS GPR35 beta-arrestin-GFP translocation imaging, zaprinast antagonism; higher % means a stronger effect. G-protein coupled receptor 35 (Homo sapiens). one-dose inhibition, % at 10 µM; IC50 in µM for titrated hits;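 active means inhibition of at least 50% with at least 30 cells and total cytoplasm GFP at most 10,000,000; inconclusive means under 30 cells or total GFP of 10,000,000 plus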
MgcRacGAP inhibition = MgcRacGAP GTPase-activating activity inhibitors, confirmation, biochemical, ADP Hunter fluorescence; Rac GTPase-activating protein 1 (Homo sapiens); MgcRacGAP-stimulated Rac1 GTP hydrolysis, ADP Hunter fluorescence; higher % means a stronger effect; GST-tagged Rac1 F28L mutant substrate; one-dose inhibition, % at 30 µM; IC50 in µM for titrated hits; hit rate 0.6% among 340,000;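 active means first-screen hits whose inhibition reached a set limit at any dose in the follow-up dose series; inconclusive means inhibition above the set first-screen limit but never retested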;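 further: fluorescence reports GDP produced by GAP-driven GTP hydrolysis; strong numbers were not always called active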
KOR beta-arrestin-2 = KOR antagonists, beta-arrestin recruitment, cell-based, luminescence, uHTS (AID 1778). inhibition, % at 10 µM; hits with a dose series show IC50 in µM. KOR beta-arrestin recruitment, luminescence, antagonist mode; higher % means a stronger effect. hit rate 0.091% among 290,000. Kappa-type opioid receptor (Homo sapiens); in the data active means inhibition above about 50%; further: strong numbers were not always called active
K1F lysis inhibition = inhibition of K1F phage lysis, E. coli UTI89, bacterial capsule biogenesis inhibitors, alamar blue (AID 488966). hit rate 0.02% among 340,000. E. coli UTI89 K1F phage lysis, alamar blue, 2 h; higher % means a stronger effect. inhibition, % at 100 µM, or IC50 in µM where a hit was titrated;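 active means phage lysis inhibition, versus mean bacterial control, above a set limit; inconclusive means no clear call, values can overlap the other calls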;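 further: capsule biogenesis inhibitors block K1F phage lysis so surviving cells raise fluorescence; higher fluorescence means more inhibition of phage lysis; actives were called in the ten point dose series up to 300 µM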
NTR1 agonist cell count 20 µM = second read-out of NTR1 agonist, no call of its own (marks repeat the call); cell count; measured here: cell count, cytotoxicity flag
Numbers without * were called inactive; i = inactive; ? = inconclusive; . = no result given; & = joins results of further samples; [ ] = another dose, or the depositor's remark.

SMILES	KOR beta-arrestin-1	NOD1 inhibition	GPR55 beta-arrestin	NTR1 agonist	NTR1 agonist cell count 20 µM	GPR55 LPI antagonism	GPR35 antagonists	MgcRacGAP inhibition	KOR beta-arrestin-2	K1F lysis inhibition
COc1ccc(Cl)c(OC)c1C(=O)NC(=O)Nc1c(F)cc(F)cc1F	-0.5%	-16%	-0.3%	0.9	47	2%	9%	.	8%	.
CCN(CC)S(=O)(=O)c1cc(NC(=O)c2cc([N+](=O)[O-])ccc2N2CCOCC2)ccc1C	-2.6%	-1%	-0.1%	1.2	66	15%	-11%	5%	18%	0.3%[50 µM]
CN(C)c1ccc(-c2nnn(Cc3ccccc3Br)n2)cc1	-2.6%	-29%	-0.1%	4.0	63	-1%	-10%	8%	-11%	0.6%
Cc1ccc(C(=O)NCC(=O)N/N=C/c2sccc2C)cc1[N+](=O)[O-]	-3.3%	-21%	-0.1%	-0.6	44	6%	-1%	-28%	-14%	-1.0%
Cc1ccccc1NC(=S)N(CCN(C)C)C(C)c1cccnc1 (stereo not drawn)	5.7%	-20%	0.7%	2.6	82	8%	-11%	7%	-23%	0.2%
COc1ccc(CN(C)C(=O)CCCNC(=O)c2ccc(Cl)cc2)cc1	3.2%	-32%	-0.3%	-0.7	50	-2%	9%	5%	-22%	0.0%
CCc1ccc(/C=N\NC(=O)c2ccc(Br)o2)s1	-1.1%	-2%	1.2%	1.9	59	0%	5%	-1%	-44%	-0.1%
O=C(CSc1nc2cccnc2n1Cc1ccccc1)NC1CCCCC1	-2.8%	-11%	0.3%	-0.5	67	20%	11%	-1%	-14%	6.9%
CCN(CC)c1ccc(/C=N/NS(=O)(=O)c2ccc(C)c([N+](=O)[O-])c2)cc1	-1.6%	-19%	1.0%	4.0	53	2%	12%	24%	-29%	-0.1%[50 µM]
COc1ccccc1N1C(=O)c2cccc3c(C(=O)O)ccc(c23)C1=O	-0.2%	-8%	-0.1%	-1.4	71	-6%	10%	-4%	-16%	-0.3%
O=C1c2cccc3cccc(c23)C(=O)N1OS(=O)(=O)c1ccc(Cl)cc1	6.0%	-15%	-0.1%	2.6	97	22%	0%	12%	-12%	0.0%
Cc1nc(NC2CCCC2)sc1C(=O)N(C)C	1.1%	7%	-0.2%	0.6	41	0%	9%	12%	20%	0.2%
COC(=O)/C(C#N)=C/c1occc1C	-1.5%	-2%	0.0%	0.2	32	17%	-12%	9%	16%	1.0%[50 µM]
CC(C)COc1ccc(Cc2cnc(N)nc2N)cc1	-1.8%	40%	0.3%	0.8	35	2%	7%	18%	24%	4.8%
O=C(OCC(=O)c1cccc2ccccc12)c1ccc(CO)cc1	2.1%	-50%	0.0%	2.5	62	25%	1%	4%	10%	-0.4%
Cc1onc(-c2ccccc2)c1C(=O)N1CCN(S(=O)(=O)c2ccccc2Br)CC1	-0.1%	-9%	-0.2%	0.4	51	2%	6%	2%	-10%	0.0%
COc1ccccc1NC(=O)N(Cc1ccco1)Cc1cc2cc(C)cc(C)c2[nH]c1=O	0.9%	8%	-0.2%	7.0	42	-5%	-9%	12%	-33%	-0.2%
O=C(c1ccncc1)N1CCN(C(=O)c2cccc3ccccc23)CC1	-0.5%	2%	-0.2%	2.8	42	-30%	3%	2%	-15%	-1.6%
CCOc1ccc(S(=O)(=O)N(CC(=O)N2CCC(C(N)=O)CC2)c2ccc(F)cc2)cc1	10%	-12%	-0.1%	2.1	61	-2%	-5%	2%	4%	-0.2%
Cc1cccc(N2CCN(C(=O)c3ccc4c(c3)NC(=O)C(CSCc3cccc(F)c3)N4)CC2)c1C (stereo not drawn)	4.6%	11%	-0.1%	1.6	66	-1%	20%	.	-39%	.
CC(C)c1nc2scc(-c3ccc(Cl)cc3)c2c(=O)n1N	.	-1%	-0.1%	6.9	56	0%	2%	-6%	11%	1.5%[50 µM]
O=C(CSc1ncn[nH]1)Nc1ccccc1Sc1ccccc1	-6.6%	38%	-0.1%	2.9	59	14%	-2%	8%	-22%	2.5%
CCCc1c(C)nc2ccccc2c1SCCC#N	5.6%	70%	0.3%	-0.2	93	-7%	-5%	13%	-15%	-0.1%
CC(=O)Nc1cccc(NC(C)=O)n1	-0.2%&6.1%	1%&27%	0.6%&0.0%	7.3	56	8%&-6%	-7%&9%	5%	-6%&-26%	0.1%
Cc1ccc(N2CC(C(=O)Nc3nnc(SCc4ccccn4)s3)CC2=O)cc1 (stereo not drawn)	0.8%	-33%	-0.1%	0.9	57	-2%	-11%	7%	-17%	-0.2%
CC1(C)CC(=O)C=C(Nc2ccc(F)c(Cl)c2)C1	3.9%	-1%	0.4%	0.8	76	-9%	-12%	6%	11%	0.1%
CC(C)NS(=O)(=O)c1ccc(OCC(=O)Nc2ccc3c(c2)OCO3)cc1	2.5%	-30%	-0.5%	1.0	47	3%	-9%	4%	2%	0.1%
CCCCC(=O)OCC(=O)Nc1cccc(S(=O)(=O)NC2=NCCCCC2)c1	-1.2%	-19%	0.1%	-0.6	39	0%	-1%	9%	6%	0.1%
CC1(C)[C@@H](O)CC[C@]2(C)[C@H]3C(=O)C=C4[C@@H]5C[C@@](C)(C(=O)O)CC[C@]5(C)CC[C@@]4(C)[C@]3(C)CC[C@@H]12	-0.5%	2%	0.4%	1.3	54	0%	-4%	6%	-4%	0.1%
COCCCN=C1NN=C(c2cc(C)n(Cc3ccco3)c2C)CS1	8.5%	-8%	0.0%	3.0	87	-32%	-3%	14%	-49%	0.2%
O=C(Cc1ccccc1)NCC(=O)N1CCCCC1	1.3%	-24%	-0.1%	0.4	55	2%	-16%	-2%	-18%[20 µM]	0.1%
Cc1ccc(S(=O)(=O)N(C)C)cc1NC(=O)c1cc(=O)c2ccccc2o1	-5.0%	-46%	-0.1%	-0.4	51	3%	-8%	3%	-28%	0.1%
c1ccc(CCCN2CCN(c3ccccn3)CC2)cc1	-4.0%	-22%	0.1%	0.5	57	9%	-4%	16%	-20%[20 µM]	0.4%
Cc1ccc2ncnc(NCCCCCC(=O)O)c2c1	.	-41%	0.0%	-1.0	106	1%	?	7%	-12%[20 µM]	0.5%
c1ccc(Nc2nnc(SCc3cccc4ccccc34)s2)cc1	3.4%	-10%	-0.1%	18	46	5%	-4%	12%	-12%	0.4%
Cc1cc(C)cc(NC(=O)N2C3CCCC2CC(NC(=O)C2CC2)C3)c1 (stereo not drawn)	-3.4%	-29%	0.5%	-0.5	41	-6%	-13%	4%	2%	0.3%
CC(C)SC1=NC(C)(C)C=C(/C=C/c2ccc(Cl)cc2Cl)N1	1.0%	36%	0.3%	2.0	49	7%	0%	4%	-6%	1.8%
CC(=O)N1c2ccc(S(=O)(=O)N3CCC(C(=O)NC4CCC(C)CC4)CC3)cc2CC1C (stereo not drawn)	-2.9%	-9%	-0.1%	0.5	44	1%	12%	10%	-15%	0.5%
CCOC(=O)c1c(C)nc2c(c1-c1ccc(OC)c(OC)c1)C(=O)c1ccccc1-2	-4.2%	-54%	-0.1%	2.5	51	-8%	-13%	1%	5%	0.3%
COc1ccc(OC)c(Cc2nnc(CCC(=O)N3CCCCC3c3nccs3)o2)c1 (stereo not drawn)	.	-48%	-0.1%	2.9	51	-6%	5%	4%	-16%[20 µM]	-0.2%
CCC(=O)Nc1ccc(C(=O)CSc2nnc(-c3ccc(O)cc3)n2CC2CCCO2)cc1 (stereo not drawn)	-4.4%	8%	-0.1%	0.5	54	17%	11%	19%	-24%	i
COc1cc2[nH]c(-c3ccc(C)cc3)cc(=O)c2cc1OC	-2.4%	-46%	-0.3%	-0.3	54	-7%	-5%	5%	-40%	0.9%
O=C(c1ccc(Cl)c(Cl)c1)N(Cc1ccco1)c1ccc(O)cc1	4.3%	35%	-0.2%	1.5	37	39%	-9%	4%	-1%	0.1%
COc1ccc(-c2nnc3sc(CN4C(=O)c5ccccc5C4=O)nn23)cc1	6.7%	12%	-0.2%	-2.1	98	2%	-16%	6%	42%	1.5%
CCOc1ccc(/C(O)=C2/C(=O)C(=O)N(CCCN3CCOCC3)C2c2ccc(F)cc2)cc1C (stereo not drawn)	-3.8%	5%	-0.1%	-0.1	77	11%	1%	12%	-9%	0.2%
O=C1NC(=O)C2C3c4ccccc4C(c4ccccc43)C12 (stereo not drawn)	7.9%	-9%	-0.2%	3.4	52	12%	10%	8%	-17%	0.1%[50 µM]
C=CCOC(=O)c1ccc(-n2cncn2)nc1	-1.6%	-24%	-0.1%	1.4	60	2%	-2%	-1%	39%	6.2%
COc1ccc(C2c3ccc(O)cc3Oc3ncn(CCN4CCOCC4)c(=N)c32)cc1OC (stereo not drawn)	-0.5%	-8%	-0.3%	-0.2	46	-2%	6%	7%	.	0.3%
Cn1c(CCNC(=O)c2ccccc2F)nnc1SCc1nc2ccccc2c(=O)[nH]1	3.5%	.	0.3%	0.4	51	26%	-5%	0%	-33%	-0.5%[50 µM]
O=C1CC(NC(=O)C(F)(F)F)=NN1c1ccccc1	-1.3%	-20%	-0.1%	-0.2	48	3%	-12%	8%	-16%	-0.2%
COc1ccc(CNC(=O)Cn2ccc([N+](=O)[O-])n2)cc1OC	-1.6%	-9%	-0.1%	-0.2	81	9%	-5%	6%	-12%	0.4%
CCN(CC(=O)Nc1sc2c(c1C#N)CCCC2)CC(=O)NC1CCS(=O)(=O)C1 (stereo not drawn)	0.3%	-34%	-0.3%	0.1	57	7%	1%	13%	-30%	0.1%
N#CC1(c2ccccc2)CCCN1C(=O)c1ccc(Br)o1 (stereo not drawn)	-10%	18%	0.2%	2.6	37	5%	-5%	2%	-10%	0.1%

Only part of the results is shown. The share of hits here may be higher or lower than overall.
